Pin1 inhibitor = qHTS Assay to Find Inhibitors of Pin1; Potency, µM (series often up to 115 µM), for inactives: at the highest dose activity, negative = inhibition, usual class: inhibitors; hit rate 0.009% among 390,000; AID 504891, 2011; Pin1 FP peptide displacement, HiFluor488, 10 min; Peptidyl-prolyl cis-trans isomerase NIMA-interacting 1 (Homo sapiens), Q13526; active = well fitted inhibition curve with a large enough effect in the polarisation, with a control signal flat, not every such curve was filed as active; inconclusive = small, poorly fitted or top-dose-only effect, or effect the other way, or a change in a side signal; inactive = no such curve, though single readings can be large or run the other way; the % refers to the polarisation; note: potency is the fitted concentration of half-maximal effect; % is set by controls: 0 for no effect and ±100 for the full control effect
PI4K2A inh = qHTS for small molecular inhibitors of PI4K2A; Phosphatidylinositol 4-kinase type 2-alpha (Homo sapiens), Q9BTU6; purified PI4K2A, ADP-Glo luminescence, 1 h; stronger effect = lower value; activity change, negative = inhibition, % at 76.9 µM; hit rate 0.13% among 420,000; AID 1346378, 2018; in the data active = activity change below about -50%; inconclusive = mostly about -30% to -49%;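 note: -100% = wells without enzyme as full effect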
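In this quantitative HTS, ADP production by PI4K2A was quantified luminescently after 1 h at ambient temperature; 100 microM adenosine served as plate-quality control.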
GLS inhibitor = qHTS for Inhibitors of Glutaminase (GLS); GLS enzymatic activity, qHTS titration; Potency, µM (series often up to 45.5 µM), inactives show at the top dose activity change, negative = inhibition, usual class: inhibitors; hit rate 0.21% among 410,000; AID 624170, 2012; note: potency is the fitted concentration of half-maximal effect; % is set by controls: 0 for no effect and ±100 for the full control effect
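Glutamate formation by hKGA was monitored fluorometrically using coupled glutamate oxidase, HRP and Amplex Red. Substrate was added as 1 mM L-glutamine solution; incubation was 30 min at RT after an initial read.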
ERG Ets-DNA blk = qHTS for Small Molecule Inhibitors of the ERG Ets/DNA interaction | hit rate 0.028% among 370,000 | Transcriptional regulator ERG (Homo sapiens), P11308 | fluorescence polarization, His-ERG Ets domain / labelled DNA | Potency, µM (doses to about 76.9 µM), for the others: at the highest dose FP activity, negative = inhibition, hits mostly inhibitors | AID 624246, 2012; active = well fitted inhibition curve with a large enough effect in the polarisation, with a control signal flat; inconclusive = small, poorly fitted or top-dose-only effect, or effect the other way, or a change in a side signal; inactive = no such curve, though single readings can be large or run the other way; the % refers to the polarisation;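 note: polarization taken with two DNA probes labelled with fluorescein and Texas red; potency is the fitted concentration of half-maximal effect; % of control where 0% means no effect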
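His-tagged ERG Ets domain (1 uM in the protein solution; 300mM KCl, 50mM Tris-HCl, 1mM EDTA, 1mM DTT, pH 7.5) received compound, then a probe mix of 5 nM fluorescein-DNA and 100nM Texas-615-DNA. Fluorescence polarization was read for both dyes.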
G9a inh = qHTS Assay for Inhibitors of Histone Lysine Methyltransferase G9a | Histone-lysine N-methyltransferase EHMT2 (Homo sapiens), Q96KQ7 | G9a H3K9 monomethylation, AlphaScreen, 2 h | Potency, µM (series often up to 102 µM), for inactives: at the top dose activity, negative = inhibition, usual class: inhibitors | hit rate 8.8% among 350,000; note: potency is the fitted concentration of half-maximal effect; % is set by controls: 0 for no effect and ±100 for the full control effect; nearly all actives have a fitted effect of over 75% in size
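AlphaScreen detection with an anti-monomethyl H3K9 antibody quantified product after a 2 h room-temperature reaction containing 500 nM biotinylated H3K9 peptide, 20 µM SAM and 20 nM enzyme, which had been preincubated 15 min with compound.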
JMJD2A Tudor inh = qHTS Assay for Inhibitors of JMJD2A-Tudor Domain; Lysine-specific demethylase 4A (Homo sapiens), O75164; AlphaScreen JMJD2A-Tudor / H3K4me3 peptide binding; Potency, µM (highest dose often 114 µM), for the others: at the highest dose activity change, negative = inhibition, actives largely listed as inhibitors; hit rate 4.4% among 390,000; AID 504339, 2011; note: potency is the fitted concentration of half-maximal effect; % is set by controls: 0 for no effect and ±100 for the full control effect; nearly all actives have a fitted effect of over 50% in size
BAZ2B block = qHTS Assay for Inhibitors of BAZ2B; Bromodomain adjacent to zinc finger domain protein 2B (Homo sapiens), Q9UIF8; AlphaScreen BAZ2B-H3K14Ac peptide displacement; Potency, µM (titrated, usually from 114 µM), inactives show at the highest dose activity change, negative = inhibition, most hits filed as inhibitors; hit rate 4.4% among 360,000; AID 504333, 2011; note: potency is the fitted concentration of half-maximal effect; % is set by controls: 0 for no effect and ±100 for the full control effect; nearly all actives have a fitted effect of over 60% in size
Target sequence (Q9UIF8 whole entry, looked up, the tested form may be a part): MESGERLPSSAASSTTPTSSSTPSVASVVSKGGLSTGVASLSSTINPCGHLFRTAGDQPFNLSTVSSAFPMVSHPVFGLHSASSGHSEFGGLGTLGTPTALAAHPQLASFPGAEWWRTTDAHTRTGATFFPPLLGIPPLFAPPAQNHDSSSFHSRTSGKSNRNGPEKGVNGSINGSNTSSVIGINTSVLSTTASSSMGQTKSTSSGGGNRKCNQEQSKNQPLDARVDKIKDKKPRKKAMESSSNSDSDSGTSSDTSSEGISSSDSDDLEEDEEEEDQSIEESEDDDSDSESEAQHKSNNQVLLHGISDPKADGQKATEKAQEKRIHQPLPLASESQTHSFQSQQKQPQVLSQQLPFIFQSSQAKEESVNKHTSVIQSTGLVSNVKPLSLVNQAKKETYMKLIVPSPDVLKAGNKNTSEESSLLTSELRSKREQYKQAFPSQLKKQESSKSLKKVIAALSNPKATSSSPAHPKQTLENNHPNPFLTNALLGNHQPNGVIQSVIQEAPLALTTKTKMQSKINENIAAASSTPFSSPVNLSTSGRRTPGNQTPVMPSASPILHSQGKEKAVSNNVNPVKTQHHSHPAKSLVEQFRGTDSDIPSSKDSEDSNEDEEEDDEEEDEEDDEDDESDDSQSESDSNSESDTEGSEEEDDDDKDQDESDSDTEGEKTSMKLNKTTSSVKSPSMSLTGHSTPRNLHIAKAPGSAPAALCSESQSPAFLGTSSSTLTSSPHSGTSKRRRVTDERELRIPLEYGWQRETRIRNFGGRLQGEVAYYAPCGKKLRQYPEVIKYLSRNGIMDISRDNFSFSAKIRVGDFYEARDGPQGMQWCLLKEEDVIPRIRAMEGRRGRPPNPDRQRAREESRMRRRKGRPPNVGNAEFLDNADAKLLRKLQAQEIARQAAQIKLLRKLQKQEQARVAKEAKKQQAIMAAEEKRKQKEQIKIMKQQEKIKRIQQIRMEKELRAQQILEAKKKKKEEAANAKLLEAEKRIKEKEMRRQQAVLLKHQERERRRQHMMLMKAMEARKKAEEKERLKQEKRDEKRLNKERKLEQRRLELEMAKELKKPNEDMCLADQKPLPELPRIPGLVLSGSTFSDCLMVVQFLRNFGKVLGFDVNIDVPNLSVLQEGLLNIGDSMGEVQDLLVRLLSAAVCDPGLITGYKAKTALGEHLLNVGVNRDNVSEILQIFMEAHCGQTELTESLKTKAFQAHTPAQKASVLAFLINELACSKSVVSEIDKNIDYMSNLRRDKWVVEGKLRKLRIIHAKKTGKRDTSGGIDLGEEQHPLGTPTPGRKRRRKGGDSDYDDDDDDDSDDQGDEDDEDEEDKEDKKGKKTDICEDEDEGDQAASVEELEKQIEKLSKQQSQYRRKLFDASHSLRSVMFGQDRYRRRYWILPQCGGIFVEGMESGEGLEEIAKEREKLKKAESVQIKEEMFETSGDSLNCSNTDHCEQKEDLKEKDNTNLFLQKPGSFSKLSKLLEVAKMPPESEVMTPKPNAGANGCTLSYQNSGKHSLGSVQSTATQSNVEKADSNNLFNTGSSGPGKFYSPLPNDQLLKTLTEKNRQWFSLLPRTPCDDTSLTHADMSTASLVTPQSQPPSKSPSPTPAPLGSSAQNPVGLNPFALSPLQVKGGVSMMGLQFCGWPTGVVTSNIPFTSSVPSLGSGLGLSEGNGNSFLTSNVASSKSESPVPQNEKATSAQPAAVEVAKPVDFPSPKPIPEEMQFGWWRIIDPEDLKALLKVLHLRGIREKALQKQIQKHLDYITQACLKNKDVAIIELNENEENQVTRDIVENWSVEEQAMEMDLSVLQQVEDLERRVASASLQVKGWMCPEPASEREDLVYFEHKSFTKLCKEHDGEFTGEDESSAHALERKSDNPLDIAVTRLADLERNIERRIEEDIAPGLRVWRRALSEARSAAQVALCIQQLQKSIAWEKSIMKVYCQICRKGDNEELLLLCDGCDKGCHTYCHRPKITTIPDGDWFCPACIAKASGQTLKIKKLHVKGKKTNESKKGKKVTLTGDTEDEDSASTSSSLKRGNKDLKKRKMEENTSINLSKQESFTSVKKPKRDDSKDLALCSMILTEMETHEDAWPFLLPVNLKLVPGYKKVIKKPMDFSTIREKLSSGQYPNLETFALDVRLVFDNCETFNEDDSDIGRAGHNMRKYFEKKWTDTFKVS
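Protein-peptide AlphaScreen: BAZ2B 50 nM, b-H3K14Ac 50 nM, 1x PBS pH 7.4 + 0.01% Tween-20. Preincubation 30 min RT; cpd 30 min RT (top 110 uM); beads 20 min RT, light-protected.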
HP1b chromo inh = HTS for Inhibitors of HP1-beta Chromodomain Interactions with Methylated Histone Tails; Chromobox protein homolog 1 (Homo sapiens), P83916; AlphaScreen HP1-beta / biotin-H3K9me3 peptide binding; Potency, µM (doses to about 114 µM), inactives show top-dose activity change, negative = inhibition, usual class: inhibitors; hit rate 0.56% among 390,000; AID 540317, 2011; note: potency is the fitted concentration of half-maximal effect; nearly all actives have a fitted effect of over 70% in size; inactives centre near 23
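Compound inhibition of the preformed complex between 50 nM HP1-beta and 50 nM biotinylated H3K9me3 peptide was read by AlphaScreen. Buffer was PBS pH 7.4 with 0.01% Tween-20. Incubations ran 30 min at room temperature, with 10 ug/mL donor/acceptor beads.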
Tb PGK inh = qHTS Assay to Find Inhibitors of Phosphoglycerate Kinase; hit rate 0.043% among 380,000; Potency, µM (highest dose often 57.5 µM), without a hit: top-dose activity change, negative = inhibition, actives largely listed as inhibitors; PGK/GAPDH coupled, Kinase-Glo luminescence, 60 min; AID 602233, 2012; note: potency is the fitted concentration of half-maximal effect; % is set by controls: 0 for no effect and ±100 for the full control effect; nearly all actives have a fitted effect of over 60% in size
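Recombinant glycosomal PGK reaction used 1,3-bisphosphoglycerate generated in-well by GAPDH (100nM final) in 100mM TEA pH 7.6, 5mM MgCl2, 0.01% Tween-20. After 60 minutes at room temperature, ATP was read by Kinase-Glo Plus luminescence end-point.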
* marks the source's active call; other numbers are inactive results; i = inactive; ? = inconclusive; · = no result given; [ ] = another dose, or the depositor's remark. Unless noted, calls come from the whole dose curve; as a rule, active = well fitted curve in the direction sought with a large enough effect; inconclusive = small, poorly fitted or top-dose-only effect, or another doubt; inactive = no such curve, though single readings can be large; an effect the other way counts as inactive or inconclusive.

SMILES	Pin1 inhibitor	PI4K2A inh	GLS inhibitor	ERG Ets-DNA blk	G9a inh	JMJD2A Tudor inh	BAZ2B block	HP1b chromo inh	Tb PGK inh
c1ccc2c(c1)ncn2-c1ccc(-c2ccnc3ncnn23)cc1	6%	1	3%	1%	13%	-10%	-6%	20%	-5%
CCC(Oc1nc2ccccc2nc1-c1ccccc1NC(C)=O)C(=O)c1ccccc1 (stereo unspecified)	5%	2	2%	-3%	·	-15%	-12%	9%	-2%
O=C(O)/C(=C\c1ccc(-c2ccccc2[N+](=O)[O-])o1)c1ccccc1	5%	4	11%	-17%	?	?	?	-16%	-1%
CN(C1CCCCC1)S(=O)(=O)c1ccc(C(=O)N2CCN(c3nc4ccccc4s3)CC2)cc1	5%	5	-7%	·	-8%[59 µM]	1%	-7%	26%	i
CCC(C)C(=O)N1CCCC(c2nc(-c3cccs3)no2)C1 (stereo unspecified)	2%	9	3%	-12%	18%[59 µM]	-10%	2%	27%	-2%
C=CCNC(=S)NNC(=O)c1ccc([N+](=O)[O-])cc1	-5%	1	?	13%	-48%	-10%[11.4 µM]	6%	43%[activator]	i
CCOC(=O)C1CCN(C=Nc2cc(C)on2)CC1	7%	11	16%	3%	7%[12.7 µM]	-17%	-5%	18%	4%
Cc1ccccc1C(=O)Nc1ccccc1C(=O)NCC(C)C	3%	-4	-25%	4%	20%[59 µM]	1%	2%	41%[activator]	-3%
O=S(=O)(NCC(Nc1ccccc1)c1ccccc1)c1ccc(Cl)cc1 (stereo unspecified)	-1%	3	27%	-6%	-43%[59 µM]	-21%	-9%	10%	4%
O=C(COc1ccc(S(=O)(=O)N2CCCC2)cc1)NCc1ccco1	10%	2	-4%	4%	?	-29%	-32%	9%	-10%
Cc1ccc(-c2cc(C(=O)N(C)CC(=O)Nc3ccccc3Br)c3ccccc3n2)o1	3%	7	6%	16%	8.9µM*	?	-1%	0%	-5%
C=C1CC2C=C(NC(C)=O)CC(C1)C2 (stereo unspecified)	-6%	0	1%	5%	-12%	-4%	-3%	32%	-7%
Cc1ccc(OCCCC(=O)NCc2ccco2)cc1	-12%	-2	-8%	-17%	-1%	-19%	3%	20%	-3%
CCn1ccc2cc(S(=O)(=O)N3CCCN(C(=O)Nc4ccc(C)cc4)CC3)ccc21	-2%	-6	8%	0%	7%[59 µM]	-9%	-2%	15%[57 µM]	2%
CCc1ccccc1NC(=O)CNC(=O)c1cn(Cc2ccccc2)nc1-c1cccnc1	-2%	-6	16%	11%[15.4 µM]	2%[59 µM]	-15%	9%	9%	-6%
O=C(CSc1nc2ccccc2c(=O)n1Cc1ccco1)Nc1cccc(O)c1	3%	2	9%	5%	7%	-13%	-13%	27%	-3%
COc1ccc(C(=O)NNC2CC(=O)N(Cc3ccc(Cl)cc3)C2=O)cc1OC (stereo unspecified)	2%	-1	33%	6%	15%	-15%	-14%	32%	-4%
Cc1cccc(C=CC(=O)c2ccc(Cl)cc2)c1	-6%	27	31%[activator]	12%	·	1%	·	27%	i
COc1cc(OC)cc(C(=O)Nc2cc(-c3nc4ccccc4s3)ccc2OC)c1	-3%	0	6%	7%	6%[59 µM]	-11%	-8%	19%	-7%
CCOC(=O)c1oc2ccccc2c1CSc1nnnn1-c1ccc(OC)cc1	-10%	4	-15%	10%	?	-13%	9%	7%	0%
CCO[C@@H]1OC(C(=O)NCc2nc3ccccc3[nH]2)=C[C@H](C(C)(C)C)[C@H]1CCCO	-5%	-1	5%	-1%	·	-17%	·	34%	i
Cc1ccc(-c2nnn(CC(=O)N(CCO)C(C(=O)NC3CCCC3)c3ccc(F)cc3)n2)o1 (stereo unspecified)	-3%	22	-14%	11%	-13%	-13%	-38%	36%	-3%
Cc1cccc(-c2nc(SCC(=O)NCC3CCCO3)c3c(=O)n(C)c(=O)n(C)c3n2)c1 (stereo unspecified)	-8%	-4	5%	-4%	6%[59 µM]	-2%	10%	57%[activator][57 µM]	i
COc1ccc(-c2c(C(=O)O)c(C(=O)O)c3n2CCC3)cc1	-8%	-1	4%	-3%	22%[2.33 µM]	-32%	-6%	40%[activator]	1%
Cc1cc(C)n2nc(SCc3nnc(SCc4ccccc4C)s3)nc2n1	0%	0	19%	·	12%	-11%	8%	11%	7%
O=C(Nc1cccc(Cl)c1)N(CCN1CCOCC1)Cc1ccccc1F	-1%	7	·	8%	-7%[59 µM]	1%	7%	32%[activator]	-3%
O=C(c1cc(-c2ccc(Br)cc2)n[nH]1)N1CCN(S(=O)(=O)c2ccc(Cl)s2)CC1	3%	-3	-6%	-3%	9%[59 µM]	-23%	2%	-1%	-1%
CCOC(=O)Cc1csc(SCC(=O)N(CC(C)C)c2c(N)n(Cc3ccccc3)c(=O)[nH]c2=O)n1	1%	3	5%	-7%	-38%	-15%	14%	5%	-4%
COc1ccc(C(NC(=O)c2ccccc2F)NC(=O)c2ccccc2F)cc1	2%	0	1%	25%	15%[59 µM]	-2%	-4%	11%	0%
COc1ccccc1NCCC(=O)OCC(=O)Nc1ccccc1Cl	-2%	-6	29%	4%	·	-29%	·	-17%	5%
S=C1COC(c2ccccc2)N1c1ccccc1 (stereo unspecified)	-9%	5	4%	2%	-10%[59 µM]	-9%	-3%	42%[activator]	5%
CSC1=N/C(=C\c2cccc(F)c2)C(=O)S1	-3%	8	47%[activator]	1%	?	-32%	-8%	3%	-3%
Cc1cc(C)cc(C(=O)N(CCc2ccccc2)C2=CC3CCC(C2)N3C)c1 (stereo unspecified)	2%	-7	0%	8%	7%	-2%	-3%	65%[activator]	-6%
Cc1ccc(-n2nc3c(N4CCC(C(=O)NCCc5cccs5)CC4)nnc(C)c3c2C)cc1	?	4	-15%	3%	2%[0.0925 µM]	-13%	-1%	21%	-5%
Cc1cc(=O)oc2c(C)c(OC(C)C(=O)NCc3ccccn3)ccc12 (stereo unspecified)	-8%	8	-11%	1%	50%[59 µM]	-2%	-21%	46%[activator]	-2%
CC[N+]1(CC)CC2CCC(C)(C1)C2(C)C (stereo unspecified)	-1%	-19	5%	7%	?	?	-12%	13%	5%
CCN(CC)CCNC(=O)c1c2c(nc3ccccc13)C(=O)N(C1CCCCC1)C2	1%	0	7%	2%	8%[59 µM]	-19%	-4%	-8%	1%
CN(/N=C/c1cc(Cl)cc(Cl)c1O)C(=S)NC(C)(C)C	-6%	1	-5%	-13%	?	-10%	-18%	52%[activator]	-14%
COC(=O)c1ccccc1NS(C)(=O)=O	-11%	1	2%	-14%	3%[2.33 µM]	-1%	10%	39%[activator]	-5%
CC12CCC(C(=O)Nc3nccs3)(OC1=O)C2(C)C (stereo unspecified)	-2%	4	·	10%	10%	-6%	-5%[57.1 µM]	15%	-2%
CCCCc1nnc(NC(=O)CSc2nc(O)c(-c3ccccc3)c(=O)[nH]2)s1	-11%	-9	3%	-3%	-1%	-4%	3%	27%	-2%
COc1cccc(NC(=O)C2CCN(c3nn4cc(-c5ccc(F)cc5)nc4s3)CC2)c1	35%[activator]	2	3%	?	-29%[59 µM]	-17%	-15%	31%	2%
CC(NC(=O)c1ccc(Br)s1)c1ccncc1 (stereo unspecified)	0%	4	1%	9%	2%	-6%	?	32%	-6%
CN(C(=O)COC(=O)c1cccc(S(=O)(=O)N2CCCCCC2)c1)C1CCS(=O)(=O)C1 (stereo unspecified)	-4%	-1	-8%	-7%	-17%	8%	2%	40%[activator]	i
CC(C)CNC(=O)c1ccccc1N(Cc1ccccc1)S(C)(=O)=O	-1%	2	-5%	0%	5%	3%	-6%	35%	2%
CCN(Cc1cc2ccccc2[nH]c1=O)C(=O)c1cccnc1	1%	-1	8%	2%	8%	-1%	-2%	25%	5%
COc1cc(OC)cc(C(=O)Nn2c(C)nc3ccccc3c2=O)c1	-5%	-6	11%	5%	2%[59 µM]	-7%	1%	27%	i
O=C(CSc1nc2cc(C(=O)NC3CCCC3)ccc2c(=O)n1CC1CCCO1)c1cccc(Cl)c1 (stereo unspecified)	15%	-10	-7%	-1%	?	-15%	-10%	18%	7%
O=C(Nc1cccc(C(=O)N2CCCCC2)c1)c1ccccc1	2%	2	-2%	10%	·	-11%	·	67%[activator]	i
C=CCc1ccccc1OCC(O)CN1CCN(CCO)CC1 (stereo unspecified)	-3%	-1	2%	-11%	23%[2.33 µM]	-2%	8%	28%	12%
CN1CCc2cccc3c2[C@@H]1Cc1ccc(O)c(O)c1-3	-10%	-10	?	10%	2µM*	13µM*	35µM*	?	-8%
CC1(C)C2CCC1(C)C(OC(=O)CC(=O)O)C2 (stereo unspecified)	3%	10	2%	-18%	6%	17%	8%	32%	·

The order is random; overall some 11% were active at least once.
